Bioassay records deposited in PubChem by several laboratories.
GPR35 antagonists: GPR35 antagonists blocking zaprinast-driven arrestin recruitment, primary screen, imaging, U2OS, beta-arrestin-GFP, zaprinast agonist (AID 2058) | U2OS GPR35 beta-arrestin-GFP translocation imaging, zaprinast antagonism; higher % means a stronger effect | one-dose inhibition, % at 10 µM; IC50 in µM for titrated hits | hit rate 0.052% among 290,000;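 active means inhibition of at least 50% with at least 30 cells and total cytoplasm GFP at most 10,000,000; inconclusive means under 30 cells or total GFP of 10,000,000 plus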
Lipid droplet: hepatic lipid droplet formation modulation | AML12 mouse hepatocytes, oleate lipid droplets, BODIPY imaging | inhibition, % at 6.5 µM | hit rate 0.4% among 240,000 | AID 1656;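 active means lipid droplet intensity inhibited by at least 50%, with more than 500 cells counted; inconclusive means wells with under 300 cells, treated as cytotoxic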
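System: AML12 hepatocytes (mouse). Probe or stimulus: oleic acid at 100 µM to induce lipid droplet formation. Times: overnight treatment with compound plus oleate. Detection: Image-based BODIPY and DAPI two-channel analysis. Evaluation: percent inhibition of filter-corrected integrated lipid droplet intensity per well.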
GPR55 activation: selective activators of receptor GPR55 – imaging, U2OS cells, beta-arrestin-GFP redistribution, primary screen (AID 1961). hit rate 0.048% among 290,000. one-dose activation, % at 10 µM; EC50 in µM for titrated hits. U2OS GPR55 beta-arrestin-GFP redistribution imaging; higher % means a stronger effect;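 active means activation above 40% with more than 50 cells counted in the well; inconclusive means wells holding fewer than 50 cells, flagged as toxic or sparse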;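 further: U2OS osteosarcoma cells stably expressing GPR55 and beta-arrestin-GFP; plate controls were DMSO negative control for no effect and LPI positive control for full effect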
NTR1 agonist: NTR1-driven beta-arrestin-GFP spot formation – imaging, U2OS cells, high content, primary screen (AID 493036); P30989; agonist mode; activation, % at 20 µM; hit rate 0.17% among 330,000;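 active means activation at or above 40% of the spot to cytoplasm intensity ratio, with at least 20 cells analyzed; inconclusive means wells under 20 cells, flagged as cytotoxic or low count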;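 further: 0% = DMSO without peptide and 100% = 100 nM NTR1 peptide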
Target sequence (P30989 whole entry, looked up): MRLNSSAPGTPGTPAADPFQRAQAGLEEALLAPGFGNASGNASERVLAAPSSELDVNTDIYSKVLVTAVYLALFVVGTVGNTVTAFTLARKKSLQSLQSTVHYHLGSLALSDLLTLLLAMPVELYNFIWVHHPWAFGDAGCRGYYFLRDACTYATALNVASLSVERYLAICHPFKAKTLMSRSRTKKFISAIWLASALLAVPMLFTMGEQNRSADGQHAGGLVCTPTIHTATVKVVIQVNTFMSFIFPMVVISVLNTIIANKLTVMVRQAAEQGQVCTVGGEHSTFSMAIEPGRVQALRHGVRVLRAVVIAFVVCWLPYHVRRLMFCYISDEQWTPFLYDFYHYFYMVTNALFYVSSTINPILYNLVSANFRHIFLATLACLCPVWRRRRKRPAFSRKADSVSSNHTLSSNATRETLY
SV40 large T antigen: TAg ATPase/helicase activity blockers – biochemical (AID 1903); one-dose inhibition, % at 20 µM; IC50 in µM for titrated hits; SV40 large T antigen ATPase/helicase inhibition assay; higher % means a stronger effect; hit rate 0.39% among 310,000; in the data active means a potency from the dose series; inconclusive means inhibition mostly from about 32% at the one dose, without a potency; inactive means the rest, 99 in 100 with inhibition below about 32%; further: strong numbers were not always called active
T cell HTS: T cell immune modulators affecting CD8 T cell-vesicle binding | 2C CD8+ T cell-vesicle binding, flow cytometry; active compounds read low | calls only at 7 µM | hit rate 0.068% among 330,000 | AID 2052;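 active means response, share of CD8 T cells binding vesicles, and their 90th percentile fluorescence all below set limits, cut at about 80% in these data, passing the limit was not always enough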
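Assay system – 2C mouse CD8+ T cells · Also added – QL9-loaded Drosophila micro-vesicles · Timing – Cell–vesicle co-incubation 1.5 h at 37 °C, staining 20 min on ice · Signal – flow cytometry of vesicle-bound cells · Measure – percent CD8+ FL2 mean versus row control · Controls – Peptide-free naked vesicles (low) and QL9 vesicles with 0.7% DMSO vehicle (high)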
GPR55 LPI antagonism: GPR55 antagonists blocking LPI-driven arrestin recruitment, primary screen, imaging, U2OS, beta-arrestin-GFP, LPI agonist (AID 2013). U2OS GPR55 beta-arrestin-GFP translocation imaging, LPI antagonism; higher % means a stronger effect. inhibition, % at 10 µM, or IC50 in µM where a hit was titrated. hit rate 0.13% among 290,000;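 active means spots per cell inhibited over 60%, with over 100 cells counted and total cytoplasm intensity under 500,000; inconclusive means wells with under 100 cells, flagged as likely toxic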;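 further: U2OS cells stably carrying GPR55 and arrestin-GFP stimulated by 5 µM LPI near EC80; imaged beta-arrestin-GFP aggregate spots per cell after agonist stimulation; plate controls were LPI-stimulated DMSO wells for no effect and DMSO wells without LPI for full effect; some results filed as inactive read as strong as hits; confirmed hits need IC50 under 10 µM and bright autofluorescent wells are also inconclusive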
LYP phosphatase: PTPN22 lymphoid phosphatase activity blockers – biochemical, fluorescence intensity, uHTS (AID 1779); hit rate 0.054% among 290,000; recombinant LYP phosphatase, fluorescence intensity; higher % means a stronger effect; one-dose inhibition, % at 11.5 µM; IC50 in µM for titrated hits; in the data active means inhibition above about 50%;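 further: plate controls were vehicle with enzyme for no effect and no enzyme for full effect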
MgcRacGAP inhibition: MgcRacGAP GTPase-activating activity inhibitors, confirmation, biochemical, ADP Hunter fluorescence; MgcRacGAP-stimulated Rac1 GTP hydrolysis, ADP Hunter fluorescence; higher % means a stronger effect; GST-tagged Rac1 F28L mutant substrate; inhibition, % at 30 µM, or IC50 in µM where a hit was titrated; hit rate 0.6% among 340,000; AID 624330;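 active means first-screen hits whose inhibition reached a set limit at any dose in the follow-up dose series; inconclusive means inhibition above the set first-screen limit but never retested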;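 further: fluorescence reports GDP produced by GAP-driven GTP hydrolysis; strong numbers were not always called active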
Lipid droplet cells 6.5 µM: recorded beside Lipid droplet, whose call it bears; cell count; measured here: cell count, cytotoxicity flag;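 cells counted across two imaged fields per well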
T cell HTS vesicle-bound %: further read-out of T cell HTS, marked with its call; double positive events, %; measured here: CD8+ vesicle-bound cell fraction;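 binding gate set so that unloaded-vesicle control wells show 10% double positive cells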
NTR1 agonist cell count 20 µM: also measured in NTR1 agonist; calls as there; cell count; measured here: cell count, cytotoxicity flag
Starred values were filed as active, the others as inactive; i = inactive; ? = inconclusive; . = no result given. An unsorted share of the library, and some 1.8% of all compounds hit somewhere here.

molecule	GPR35 antagonists	Lipid droplet	Lipid droplet cells 6.5 µM	GPR55 activation	NTR1 agonist	NTR1 agonist cell count 20 µM	SV40 large T antigen	T cell HTS	T cell HTS vesicle-bound %	GPR55 LPI antagonism	LYP phosphatase	MgcRacGAP inhibition
COc1cc(OC)cc(C(=O)N[C@H](C(=O)OCc2cc(=O)oc3cc(C)ccc23)C(C)C)c1	1.1%	-16.8	717	-0.2%	2.5	78	-7.9%	i	11.3	9.4%	2.3%	4.5%
O=C(/C=C/c1ccccc1)NC(NC(=S)Nc1cc(Cl)ccc1Cl)C(Cl)(Cl)Cl (stereo not given)	27.8%	.	.	0.0%	1.6	49	20.1%	i	20.9	-3.1%	3.2%	3.6%
CC(C)(C)N(Cc1ccccc1)C(=O)COC(=O)c1cccc([N+](=O)[O-])c1	7.8%	3.4	733	-0.3%	-1.1	51	7.5%	i	10.0	6.9%	-2.4%	4.5%
Cc1cc(NS(=O)(=O)c2ccc(NC(=O)c3cc4cc(Br)ccc4oc3=O)cc2)no1	1.8%	7.2	722	0.2%	0.0	44	9.3%	i	24.2	19.6%	-5.8%	7.2%
CCCCN(C)CCCNC(=O)c1ccc(N2CCCC2=O)cc1	-4.2%	.	.	0.5%	-4.8	78	9.0%	i	59.1	15.0%	-11.3%	-1.5%
CC(C)CCOP(=O)(c1ccc(N(C)C)cc1)C(O)c1ccc(C(C)C)cc1 (stereo not given)	-5.7%	-1.1	845	0.0%	3.5	44	6.9%	i	43.3	-0.4%	3.2%	2.8%
CCOC(=O)c1c(-c2ccccc2)csc1NC(=S)NC(=O)c1ccccc1	9.2%	-10.4	631	0.4%	11.2	77	0.9%	i	24.8	20.6%	3.3%	8.2%
C/C(=N\NC(=O)c1cccc([N+](=O)[O-])c1)c1cccs1	-0.2%	27.9	713	2.4%	-0.2	69	4.2%	i	37.3	1.2%	-3.3%	11.2%
Cc1c(Br)c([N+](=O)[O-])nn1CC(=O)Nc1ccc(C(C)C)cc1	-4.6%	-7.4	681	-0.5%	2.2	55	14.2%	i	42.6	1.9%	1.3%	-7.6%
Cc1noc(C)c1COC(=O)c1ccc(-c2nc3ccccc3s2)s1	-14.5%	1.8	730	0.2%	1.1	82	11.7%	i	49.1	-8.3%	-8.9%	3.9%
COc1ccc(Cl)cc1NC(=O)CN(C)C(=O)Cc1ccc2c(c1)CCC2	10.6%	52.0*	828*	-0.1%	2.3	44	7.5%	i	29.3	-1.4%	-6.0%	10.1%
CCS(=O)(=O)N1CCN(S(=O)(=O)c2ccc(S(=O)(=O)NC3CC3)cc2)CC1	-0.8%	11.0	810	0.2%	0.3	53	6.5%	i	24.7	-1.4%	-7.1%	-1.2%
COCCNC(=O)C1CC(=O)N(C2CCCC2)C1 (stereo not given)	9.9%	.	.	-0.1%	1.0	41	0.1%	i	30.5	0.5%	-5.9%	10.4%
Cc1cc(C)cc(CSc2nnc(C)c(=O)[nH]2)c1	-6.3%	6.4	730	-0.2%	1.8	66	16.5%	i	11.2	9.3%	-5.5%	-1.9%
N/C(=N\OC(=O)c1ccc(Br)cc1)c1cccc([N+](=O)[O-])c1	-4.5%	18.4	775	-0.3%	-0.1	69	13.5%	i	31.2	10.0%	-6.5%	10.2%

(next part)
molecule	GPR35 antagonists	Lipid droplet	Lipid droplet cells 6.5 µM	GPR55 activation	NTR1 agonist	NTR1 agonist cell count 20 µM	SV40 large T antigen	T cell HTS	T cell HTS vesicle-bound %	GPR55 LPI antagonism	LYP phosphatase	MgcRacGAP inhibition
Cc1ccccc1-c1nc(S(=O)(=O)c2ccc(Br)cc2)c(NCc2cccnc2)o1	9.9%	-6.7	759	0.3%	7.3	63	14.9%	i	8.9	11.0%	0.1%	6.4%
CCOC(=O)c1c(CN2CCOCC2)n(-c2ccccc2)c2cc(Br)c(O)cc12	12.2%	.	.	0.2%	4.0	79	4.4%	i	46.8	27.6%	12.4%	9.0%
COC(=O)CN1C(=S)N(c2ccc(F)cc2)C(=O)C1CC(=O)Nc1ccc(OC)cc1 (stereo not given)	9.6%	12.7	695	-0.1%	0.9	61	2.0%	i	29.9	5.3%	-2.9%	-5.5%
COc1ccccc1N1CCN(C(=O)CNC(=O)c2cn(-c3ccccc3OC)c(=O)c3ccccc23)CC1	-13.7%	1.7	694	0.3%	-1.3	61	24.5%	i	7.3	6.1%	1.1%	-3.9%
CC(C)=CCCC(C)CN1CCC(n2nccc2NC(=O)c2ccc3c(c2)OCO3)CC1 (stereo not given)	-19.5%	12.1	722	?	0.1	67	10.2%	i	37.9	4.6%	-7.0%	7.9%
COC(=O)c1ccc(CN2[C@H](C(=O)OC)C[C@@]3(O)[C@@H](O)[C@@H](O)[C@@H](O)C[C@@H]23)cc1	-12.7%	-3.0	711	-0.1%	-4.9	97	-13.8%	i	4.7	2.9%	-9.8%	2.9%
CC(=O)Nc1ccc(S(=O)(=O)/N=C2\SCCN2S(=O)(=O)c2ccc(NC(C)=O)cc2)cc1	.	.	.	.	-1.6	83	19.8%	i	25.7	.	.	10.2%
CCC1=C(OC(=O)N(CC)CC)N2C(=O)OC(=NCC3CC3)[C@]2(Cc2ccccc2)[C@H]2C1=CC[C@H]1C(=O)N(CC)C(=O)[C@H]12	3.4%	-3.5	759	-0.1%	6.3	85	24.7%	i	14.9	6.2%	-5.7%	6.6%
COc1ccc(NC(=O)c2cc(C)nc3ccccc23)c(OC)c1	3.6%	3.0	728	-0.6%	-0.6	62	5.2%	i	42.9	3.4%	-5.8%	11.4%
CCOc1ccc(S(=O)(=O)N2CCCC(C(=O)NCCN3CCOCC3)C2)cc1Cl (stereo not given)	-8.9%	-3.9	849	0.0%	-0.5	47	6.8%	i	23.5	3.3%	0.3%	2.5%
CC(=O)C(c1ccccc1)C(c1ccccc1)C(C)[N+](=O)[O-] (stereo not given)	0.3%	-0.3	776	-0.3%	-0.4	50	8.6%	i	43.4	5.9%	-10.4%	3.9%
Cc1cc(C)nc(SC(C)C(=O)O)n1 (stereo not given)	-2.5%	.	.	-0.2%	-0.2	43	-4.4%	i	9.2	-3.9%	-11.8%	-2.6%
Cc1ccc(S(=O)(=O)N(CC(=O)N/N=C/c2cccc(C)c2)c2cccc3cccnc23)cc1	8.9%	0.7	732	-0.2%	0.4	50	15.9%	i	37.6	7.9%	2.6%	6.9%
O=C(CN1CCN(S(=O)(=O)c2ccccc2[N+](=O)[O-])CC1)Nc1ccc(N2CCOCC2)cc1	10.2%	32.3	674	0.0%	2.7	57	21.8%	i	60.6	-5.2%	-3.8%	2.3%
COCCNC(=O)C1CCC(CNS(=O)(=O)c2ccc(F)cc2)CC1 (stereo not given)	-8.9%	0.8	799	-0.1%	0.6	40	0.9%	i	17.0	-11.8%	-4.8%	6.8%

(next part)
molecule	GPR35 antagonists	Lipid droplet	Lipid droplet cells 6.5 µM	GPR55 activation	NTR1 agonist	NTR1 agonist cell count 20 µM	SV40 large T antigen	T cell HTS	T cell HTS vesicle-bound %	GPR55 LPI antagonism	LYP phosphatase	MgcRacGAP inhibition
O=c1[nH]c2ccc(S(=O)(=O)N3CCN(c4ccc(F)cc4)CC3)cc2o1	-5.0%	-2.6	706	-0.3%	1.1	61	12.7%	i	17.3	-17.2%	-11.5%	11.0%
O=C(NCc1ccccc1)C1CC(=O)N(c2ccc(OCC(=O)N3CCOCC3)cc2)C1 (stereo not given)	13.1%	-2.1	798	0.3%	4.4	54	6.2%	i	34.6	-4.6%	-5.7%	7.2%
CCC(=O)N/N=c1/sc2ccccc2n1C	-13.6%	-21.5	702	-0.2%	-2.0	64	15.0%	i	33.4	10.7%	-9.0%	2.5%
O=C1Cc2cc(NS(=O)(=O)c3ccc([N+](=O)[O-])cc3)cc3c2N1CCC3	.	.	.	.	0.7	57	18.0%	i	15.9	.	.	8.9%
O=C(O)CC(NCc1ccco1)C(=O)OCCc1ccccc1 (stereo not given)	2.8%	.	.	0.3%	0.3	46	8.3%	i	32.7	14.3%	2.0%	7.5%
CC(=O)OC(/C(O)=C(\C#N)c1nc2ccccc2[nH]1)c1ccccc1 (stereo not given)	-4.9%	.	.	-0.2%	2.3	61	0.4%	i	19.3	-6.8%	4.2%	1.1%
CC(C)(O)C#Cc1ccc(C(=O)NC2CCCCC2)s1	-11.4%	-1.6	676	0.5%	1.1	38	9.3%	i	25.4	9.0%	1.7%	-24.0%
Cc1cc(=O)[nH]c(COc2ccccc2)n1	2.5%	.	.	0.2%	-0.4	56	1.9%	i	48.8	1.0%	-9.1%	12.1%
COc1ccc(S(=O)(=O)NNC(=O)C2COc3ccccc3O2)cc1[N+](=O)[O-] (stereo not given)	.	.	.	.	1.2	61	9.7%	i	54.3	.	.	8.9%
